Compound activity: PubChem, The Scripps Research Institute Molecular Screening Center
TTR transcr act – activators of transthyretin transcription. 1.3% of 92,000 active. SH-SY5Y TTR promoter Gaussia luciferase, luminescence; 100% = recombinant luciferase protein wells. activation, % at 16.7 µM;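 active = activation above the mean of all tested compounds plus 3 SD, cut at about 9.5% in these data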;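 also: cells exposed to compounds for one day before reading; 0% = median of all test compound wells on the plate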
Numbers without * were called inactive.

SMILES	TTR transcr act
O=C(COC(=O)Cc1cccc(C(F)(F)F)c1)NC(=O)NC1CCCC1	0.7
N#CC(=C(O)COC(=O)Cc1c[nH]c2ccccc12)c1nc2ccccc2[nH]1	1.0
O=C(C/C(=N\NC(=O)c1ccccc1Br)C(F)(F)F)c1cccs1	0.6
O=c1oc2c(CN3CCCCC3)c(O)ccc2c2c1CCCCC2	-0.7
Cc1cccc(N2CCN(S(=O)(=O)c3ccc(-c4cc(C)no4)s3)CC2C)c1 (configuration not stated)	-0.4
Cc1cc(C(=O)OCC(=O)N2CCC(c3ccccc3)=N2)ccc1[N+](=O)[O-]	-0.7
CC(C)N1CCc2c(sc(NC(=O)CN3C(=O)c4ccccc4C3=O)c2C(N)=O)C1	-2.0
COc1ccc([N+](=O)[O-])cc1N(CC(=O)NCCSc1ccccc1)S(C)(=O)=O	0.9
CCCCCCn1c(=O)n2n(c1=O)[C@@H]1CN(S(=O)(=O)c3ccc(C)cc3)C[C@]1(O)[C@@H](OC(=O)NCc1ccccc1)C2	-3.0
COCCNc1nc(Nc2ccc(C(=O)OC)cc2)c2sccc2n1	-3.3
Cc1ccc(S(=O)(=O)Nc2cccc(C(=O)NCC3(N4CCCCC4)CCCCC3)c2)cc1F	-1.7
COCC(C)NC(=O)c1cc2cccc([N+](=O)[O-])c2[nH]1 (configuration not stated)	-0.4
COc1ccc(NC(=O)C(c2ccccc2F)n2c(=O)c(-c3ccco3)nc3ccccc32)cc1 (configuration not stated)	1.0
Cc1ccc(CNc2ncnc3cc(Cl)ccc23)o1	-3.0
CCCN1Cc2cccc(C(=O)NC(CC(=O)OCC)c3ccc(OCC)c(OC)c3)c2C1=O (configuration not stated)	-1.9
Cc1ccc(NC(=S)N(CCN2CCOCC2)Cc2ccccc2F)cc1Cl	2.4
C=CCNS(=O)(=O)c1cc2c3c(c1)CCN3C(=O)CC2	-1.1
Cc1nc([N+](=O)[O-])c(NCCCO)n1Cc1ccccc1	-1.4
O=C(CN1C(=O)S/C(=C\C=C\c2ccccc2)C1=O)N1CCOCC1	-0.7
CCc1cc(CNC(=O)C2CCC(=O)N(Cc3ccc(Cl)cc3)C2)on1 (configuration not stated)	3.9
COc1ccc(CC(N)c2csc(NC(=O)Nc3ccccc3C(C)C)n2)cc1 (configuration not stated)	-0.2
Cn1ccc2c(-c3ccc4[nH]ccc4c3)cc3c(c21)C1CCC3O1 (configuration not stated)	-1.1
CC(C)CC(=O)c1c[nH]c(C(=O)NCCc2ccccn2)c1	-1.2
CC(Sc1nnc(N)s1)C(=O)Nc1ccc2c(c1)OCCO2 (configuration not stated)	0.4
COc1ccccc1C1(CC(=O)Nc2nccs2)CCOC(C(C)C)C1 (configuration not stated)	-2.6

Continuation:
SMILES	TTR transcr act
CCOC(=O)CNC(=O)c1ccc(C)cc1	5.4
CCC(C(=O)OCC(=O)Nc1c(Cl)cc(Cl)cc1Cl)c1ccccc1 (configuration not stated)	3.1
O=[N+]([O-])c1ccc(N2CCN(CC(O)COc3ccccc3)CC2)cc1 (configuration not stated)	-3.6
Cc1cc(S(=O)(=O)N2CCOCC2)ccc1OCC(=O)NCC1CCCO1 (configuration not stated)	1.3
Cc1ccc(/C=N/NC(=O)C(=O)N/N=C/c2ccc(C)o2)o1	0.7
CCOC(=O)C(=NC(C)CC)NNc1ccc(Br)cc1 (configuration not stated)	-1.0
CC(C)(C)NC(=O)c1cc(Cl)ccc1[N+](=O)[O-]	-1.1
CCNC(=O)/C=C/c1ccccc1[N+](=O)[O-]	0.6
Cc1ccsc1/C=C1/C(=O)NN(c2ccccc2)C1=O	0.4
CCOC(=O)C(Cc1ccc(O)cc1)Nc1nc2ccccc2o1 (configuration not stated)	-2.1
O=C(NC1CCCCN(Cc2ccc(Cl)cc2)C1=O)c1ccc(COc2ccccc2)cc1 (configuration not stated)	2.2
Cc1cccc(NC(=O)c2nc[nH]c2C(=O)N(C)Cc2ccccc2)c1	0.9
Cc1c(C(=O)N2CCN(c3ccccc3F)CC2)oc2c1C(=O)CC(C)(C)C2	-2.4
Cc1nn(S(=O)(=O)N(C)C)c(C)c1CN1C(=O)c2ccccc2C1=O	0.4
O=C(Cc1cccs1)Nc1ccc(S(=O)(=O)N2CCCC2)cc1	-0.9
Cc1ccsc1/C=N/NC(=O)C1C(=O)NCC1c1ccccc1 (configuration not stated)	1.8
Cc1ccc(S(=O)(=O)NCC(=O)NCc2cc(=O)n(C)c(=O)n2C)cc1	0.3
CCCNC(=O)C1(C)CCN(C(=O)c2ccc(F)cc2Cl)C1 (configuration not stated)	0.7
CC(C)N(Cc1nc(-c2ccc3c(c2)OCO3)no1)Cc1nccn1C	-1.2
CCOc1c(O)ccc(C2NC(=O)N(C)C(C)=C2C(=O)OC)c1[N+](=O)[O-] (configuration not stated)	-1.0
O=C(N/N=C(\c1ccccc1)c1cccnc1)c1cc(O)ccc1O	-2.2
CS(=O)(=O)c1ccc(C(=O)OCC#CCSc2nnc(-c3cccc4ccccc34)o2)cc1	-0.9
COC(=O)c1cnn(-c2cc(Oc3ccccc3)ncn2)c1N	-1.6
CC(C)(C)OC(=O)N1CCC(N[C@@H](Cc2ccccc2)C(=O)NCC(c2ccccc2)c2ccccc2)(C(=O)NC2CCCCC2)CC1	2.4
COc1cccc(-n2nc(-c3ccnn3-c3ccc(C)cc3)c(=O)n(C)c2=O)c1	0.1

Next part.
SMILES	TTR transcr act
C=CCn1c(C)nnc1SCC(=O)Nc1ccc2c(c1)OCCO2	2.5
CCCCNC(=O)c1onc(CSc2ccccn2)c1C(=O)NCCCC	-1.5
COc1ccccc1NCCC(=O)OCC(=O)NC1CC1	1.0
Cc1ccc2c(c1)c1c(n2CC(O)CN2CCC(C)CC2)CCCC1 (configuration not stated)	2.1
CCc1cc(-c2n[nH]c(C)c2-c2nc3ccccc3n2C)c(O)c(CN2CCN(C)CC2)c1O	-0.8
Cc1ccc(S(=O)(=O)[N-]c2nc3ccccc3nc2-[n+]2cc(C)cc(C)c2)cc1	-1.6
CCOc1ccc(NS(=O)(=O)c2ccc(C(=O)NCC3(N4CCCCC4)CCCCC3)cc2)cc1	2.1
NC(=O)C1CCN(C(=O)CCC(=O)c2cccs2)CC1	2.6
COc1ccc([C@H]2CC(=O)C[C@@H](CCn3cc(-c4cccnc4)nn3)O2)cc1	1.5
CCN(C[C@H]1N[C@@](C)(C(=O)OC)[C@H]2C(=O)N(C)C(=O)[C@@H]12)C(=O)COc1ccccc1	-1.8
c1cnc2cc(-c3ccsc3)ncc2c1	1.5
O=C(Nc1ccccc1N1CCOCC1)c1ccc([N+](=O)[O-])cc1	3.8
COc1ccc(S(=O)(=O)Nc2cc3c4c(c2)CCN4C(=O)CC3)cc1OC	-1.2
CCN(CC)C(=O)Cn1nnc(-c2ccc(C)o2)n1	0.1
Cc1ccc(Cn2cc(COC(=O)N(C)Cc3ccccc3)nn2)cc1	-1.6
CC(C)CCN1CC(C(=O)NCCC2=CCCCC2)CC1=O (configuration not stated)	0.2
COc1ccc(-c2sc3cc(OC)c(OC)cc3c2C#CCO)cc1	-1.8
C=CCNC(=O)COC(=O)c1ccc(Cl)c(S(N)(=O)=O)c1	-0.2
CC(C(=O)Nc1cccc([N+](=O)[O-])c1)N1CCN(C/C=C/c2ccccc2)CC1 (configuration not stated)	0.8
CCC1CN(C(=O)N2CCC(C(=O)NCc3cccc(F)c3)CC2)c2ccccc2O1 (configuration not stated)	-1.3
Cc1nnc(NC(=O)CCCCCN2C(=O)C3C4C=CC(C4)C3C2=O)s1 (configuration not stated)	2.1
O=[N+]([O-])c1ccccc1/C=C/CN1CCN(Cc2ccc3c(c2)OCO3)CC1	1.4
CSc1nc(C)cc(-n2ccc(=O)[nH]c2=O)n1	1.9
CC(C)CNC(=O)c1coc(=O)c(Br)c1	-4.0
CC(=O)Nc1ccc(NC(=O)c2c(-c3ccccc3Cl)noc2C)c(C)c1	0.2

Ordered by length of the SMILES (ascending): 16 of the compounds above.
SMILES	TTR transcr act
CC(C)CNC(=O)c1coc(=O)c(Br)c1	-4.0
CCN(CC)C(=O)Cn1nnc(-c2ccc(C)o2)n1	0.1
NC(=O)C1CCN(C(=O)CCC(=O)c2cccs2)CC1	2.6
C=CCn1c(C)nnc1SCC(=O)Nc1ccc2c(c1)OCCO2	2.5
CCCCNC(=O)c1onc(CSc2ccccn2)c1C(=O)NCCCC	-1.5
Cc1ccc2c(c1)c1c(n2CC(O)CN2CCC(C)CC2)CCCC1 (configuration not stated)	2.1
O=C(Nc1ccccc1N1CCOCC1)c1ccc([N+](=O)[O-])cc1	3.8
Cc1nnc(NC(=O)CCCCCN2C(=O)C3C4C=CC(C4)C3C2=O)s1 (configuration not stated)	2.1
CC(=O)Nc1ccc(NC(=O)c2c(-c3ccccc3Cl)noc2C)c(C)c1	0.2
COc1ccc(S(=O)(=O)Nc2cc3c4c(c2)CCN4C(=O)CC3)cc1OC	-1.2
CCC1CN(C(=O)N2CCC(C(=O)NCc3cccc(F)c3)CC2)c2ccccc2O1 (configuration not stated)	-1.3
O=[N+]([O-])c1ccccc1/C=C/CN1CCN(Cc2ccc3c(c2)OCO3)CC1	1.4
COc1ccc([C@H]2CC(=O)C[C@@H](CCn3cc(-c4cccnc4)nn3)O2)cc1	1.5
Cc1ccc(S(=O)(=O)[N-]c2nc3ccccc3nc2-[n+]2cc(C)cc(C)c2)cc1	-1.6
CCc1cc(-c2n[nH]c(C)c2-c2nc3ccccc3n2C)c(O)c(CN2CCN(C)CC2)c1O	-0.8
CCN(C[C@H]1N[C@@](C)(C(=O)OC)[C@H]2C(=O)N(C)C(=O)[C@@H]12)C(=O)COc1ccccc1	-1.8

(next part)
SMILES	TTR transcr act
COc1cc(C2c3sc(=O)[nH]c3SC3C(=O)N(c4ccc(Br)cc4)C(=O)C32)ccc1O (configuration not stated)	0.7
Cc1cc2oc(=O)cc(CN3CCN(Cc4ccc5c(c4)OCO5)CC3)c2cc1C	-1.8
Oc1ccc(-c2csc(-c3ccccc3)n2)cc1O	0.3
Cc1cccc(NC(=O)C2Cc3ccccc3CN2C(=O)OCc2ccccc2)c1C (configuration not stated)	4.3
O=C(NNC(=O)C12CC3CC(CC(C3)C1)C2)c1cnccn1	0.1
c1ccc(-c2nc(NCCCn3ccnc3)c3ccccc3n2)cc1	-1.2
Cc1onc(-c2ccccc2)c1C(=O)Nc1sc2c(c1C#N)CCC(C)C2 (configuration not stated)	-2.6
CC(C)(C)C(=O)Nc1cccc(-c2ccc[nH]2)n1	0.2
CCC(=O)Nc1ccc2c(c1)nc(CCN1CCN(C)CC1)n2C	1.4
COc1ccccc1CN1CCN(Cc2nc(-c3ccccc3)no2)CC1	4.7
CCn1c(=O)n(CC(=O)NC2CCCC(C)C2C)c(=O)c2ccccc21 (configuration not stated)	-1.0
Cc1ccc(S(=O)(=O)Nc2nc3ccccc3nc2NCC2CCCO2)cc1C (configuration not stated)	-0.7
CN(CC(=O)Nc1ccccc1C(F)(F)F)C(=O)CSc1nnnn1C	-0.8
CNCC(=O)Nc1ccc(Cl)c(C(F)(F)F)c1	2.4
Cc1cc(C(=O)NC(C)CCc2ccccc2)ccc1[N+](=O)[O-] (configuration not stated)	-0.3
COCCN(C(=O)c1ccco1)c1nnc(-c2ccc(F)cc2)s1	2.9
COc1ccc(Sc2cccc3c2S(=O)(=O)N([C@H](C)c2ccccc2)C[C@@H](COCc2ccccc2)O3)cc1OC	-1.4
Cc1ccc(CNC(=O)C2CCCN2C(=O)NCc2ccccc2)cc1 (configuration not stated)	-0.7
COc1ccc(CC(=O)OCc2nnc(-c3ccccc3)o2)cc1	-1.3
O=C(Cn1cnc2c(NCc3ccccc3)ncnc21)NCC1CCCO1 (configuration not stated)	1.5
COc1ccc(NC(=O)CN2C(=O)COc3ccc(C)cc32)c(OC)c1	1.6
CCCS(=O)(=O)N1CCN(C(=O)COc2ccccc2)CC1	-2.2
CC1(C)Oc2ccc3ccc(=O)oc3c2/C(=C/Nc2cccc(O)c2)C1=O	-1.8
Cc1nn(-c2ccccc2)c(Cl)c1CN(C(=O)CCl)c1cccc2ccccc12	-4.2
CCOc1ccc(NC(=O)Cn2nnc(-c3ccccc3NC(=O)CC)n2)cc1	0.9

Other records.
SMILES	TTR transcr act
Cc1ccc(NC(=O)c2ccc(OCc3c(C)noc3C)cc2)c(C)c1	4.0
COC(=O)c1sccc1Oc1ccc(Cl)cc1N1C(=O)CCC1=O	-0.1
COc1ccc(CCN2C(=O)CCC2(C)c2nnnn2Cc2ccccc2)cc1OC (configuration not stated)	-1.9
FC(F)(F)c1ccc(Cl)c(-n2c(-c3cc(C4CC4)[nH]n3)n[nH]c2=S)c1	1.1
O=C(NCCCCNCCCNC(=O)c1ccccc1)c1ccccc1	1.3
O=C(N1CCc2[nH]c3ccccc3c2C1)C(F)(F)F	-0.8
Cc1cccc(C(=O)N2CCN(Cc3nc4sc5c(c4c(=O)[nH]3)CCCC5)CC2)c1	4.8
COc1ccc(CC(=O)OCC(=O)NCc2ccc(F)cc2)cc1	1.2
COC(=O)C(Cc1ccccc1)NC(=O)CC(C)CC(=O)Nc1ccc(OC)cc1OC (configuration not stated)	1.9
Cc1nc2ccccc2c2oc(C(=O)NCC3CCCO3)cc12 (configuration not stated)	-0.8
O=C(Nc1ccc(-c2csc(Nc3ccccc3)n2)cc1)c1cccc(C(F)(F)F)c1	-14
Cn1nc(CC(=O)NC2CCCCCCCCCCC2)c2ccccc2c1=O	2.1
CCOC(=O)c1cnc2c(-c3ccccc3)cnn2c1C	13*
COC(=O)c1ccc(Cl)c(NC(=O)CN(c2ccc3c(c2)OCO3)S(C)(=O)=O)c1	0.2
CCOc1ccc(Br)cc1S(=O)(=O)NC1CC(C)(C)NC(C)(C)C1	-0.4
N/C(COc1cc(Cl)cc(Cl)c1)=N\O	1.6
CC(=O)c1cccc(N(CC(=O)Nc2ccccc2F)S(C)(=O)=O)c1	2.1
Cc1c(C(=O)Nc2c(F)cccc2F)sc2ncnc(N3CCN(c4ccccc4)CC3)c12	-1.5
O=[N+]([O-])c1ccc2c(c1)nc1n2CCN(CC2CCCO2)C1 (configuration not stated)	1.0
COCCCNC(=O)N1c2ccccc2Sc2ccccc21	0.5

A portion of the library; rates above refer to the full screens.
